# Scp1 inh = blocks human Scp-1 phosphatase activity. Recombinant Scp1, phosphopeptide, malachite green phosphate absorbance. inhibition, % at 20 µM. hit rate 0.88% among 340,000;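 active means inhibition above about 50% at 20 µM, limit read from the data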;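 further: plate controls were DMSO wells with enzyme for no effect and wells lacking enzyme for full effect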
# Target sequence (Q9GZU7 76-261 limits assumed): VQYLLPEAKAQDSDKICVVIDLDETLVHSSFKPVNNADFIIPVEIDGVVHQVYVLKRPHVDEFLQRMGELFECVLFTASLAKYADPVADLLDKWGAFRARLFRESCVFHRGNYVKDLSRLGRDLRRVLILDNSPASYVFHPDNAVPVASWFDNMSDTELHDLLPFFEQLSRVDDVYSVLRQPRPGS
#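 Test system: SCP-1 phosphatase catalytic domain, residues 76-261 | Compound dosing: One concentration, 20 µM, with 1.0% DMSO | Schedule: 45 min room-temperature reaction, 5 min colour, 30 min stabiliser | Detection: Absorbance at 630 nm | Read-out basis: % inhibition of SCP-1 phosphate liberation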
# PABP1 MLLE inh = inhibitors of microRNA-mediated deadenylation, human PABP1 MLLE binding | P11940 | GST-MLLE / FITC-PAM2 fluorescence polarization | inhibition, % at 20 µM | hit rate 0.36% among 360,000; in the data active means inhibition above about 35%, passing the limit was not always enough;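 further: plate controls were DMSO wells with GST-MLLE for no effect and wells lacking GST-MLLE protein for full effect; some results filed as inactive read as strong as hits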
# DNMT1 inh = DNMT1 (human) enzyme inhibition; hit rate 0.83% among 360,000; AID 588458; inhibition (reported as % activation of signal), % at 10 µM; DNMT1 molecular beacon, Hinp1I cleavage, fluorescence; in the data active means inhibition above about 50%
# NadD inh = NadD (S. aureus) enzyme inhibition; purified NadD enzyme, colorimetric absorbance read-out; inhibition, % at 20 µM; hit rate 0.78% among 360,000; in the data active means inhibition above about 26%; further: some compounds past the cut are filed as inactive
# Tb MetRS inh = Trypanosoma brucei MetRS inhibition; hit rate 0.4% among 360,000; inhibition, % at 11.9 µM; purified T. brucei MetRS, ATP depletion, Kinase-Glo luminescence;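 active means inhibition above a per-plate cutoff of the control wells' mean inhibition plus 3 SD, cut at about 5.5% in these data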;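 further: 0% = DMSO wells median and 100% = median of wells with control inhibitor compound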
#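 assay system = parasite MetRS enzyme | timing = 15 min preincubation, 2 h reaction, all 25 °C | evaluation = percent inhibition relative to median high and low control wells | medium = HEPES buffer containing pyrophosphatase, BSA, spermine, DTT | compound = single dose, 11.9 µM final nominal, 0.9% final DMSO | detection = Kinase-Glo luminescence, ATP depletion format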
# STEP inh = inhibitors of human striatal-enriched phosphatase STEP; recombinant STEP, OMFP fluorogenic substrate, fluorescence; P54829; inhibition, % at 20 µM; AID 588621; hit rate 0.25% among 360,000;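 active means inhibition at 20 µM, scaled per plate between control wells, above about 37%, limit read from the data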;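 further: 0% = DMSO with enzyme and substrate and 100% = substrate only without enzyme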
#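 material = STEP tyrosine phosphatase | reagent = fluorogenic phosphatase substrate OMFP at 25 µM final | doses = single compound dose of 20 µM, 1% DMSO final | schedule = 20 min reaction, room temperature, in the dark | measured by = fluorescence, 480/540 nm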
# LMPTP inh = LMPTP (human) inhibition; inhibition, % at 20 µM; hit rate 0.22% among 360,000; AID 651560; P24666; recombinant LMPTP-A, OMFP fluorogenic substrate, fluorescence intensity;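 active means compounds that cut the enzyme signal by at least half of the control window in the single-dose screen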;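 further: plate controls were DMSO wells with enzyme plus substrate for no effect and substrate without enzyme for full effect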
# Target sequence (P24666 whole entry, looked up): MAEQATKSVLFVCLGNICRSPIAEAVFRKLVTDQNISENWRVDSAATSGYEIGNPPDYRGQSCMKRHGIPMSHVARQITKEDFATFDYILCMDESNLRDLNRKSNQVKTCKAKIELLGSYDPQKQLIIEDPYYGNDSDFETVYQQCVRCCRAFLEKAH
#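 Buffer or medium: Bis-Tris pH 6.0, DTT, detergent; Assay system: LMPTP-A enzyme; Quantity: 0.625 nM enzyme; Detection: endpoint fluorescence intensity; Times: 50 min dark incubation at room temperature; Controls: substrate-only low control, DMSO enzyme-plus-substrate high control; Doses: single 20 µM dose; Read-out: percent inhibition versus substrate-only and uninhibited controls; Reagent: 400 µM OMFP.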
# CSN inh = blocks human CSN-mediated cullin deneddylation; AID 651999; hit rate 0.38% among 360,000; inhibition, % at 12.5 µM; Q92905; Purified CSN, SCF-Nedd8-OG deneddylation, fluorescence polarization;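 active means pattern-corrected inhibition above about 35%, with an unprinted fluorescence ratio check between 0.5 and 1.5, limit read from the data, passing the limit was not always enough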;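 further: 0% = enzyme with substrate and 100% = substrate without enzyme; some results filed as inactive read as strong as hits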
#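 Material: purified human Csn5 enzyme expressed in HEK293T cells / Medium: Tris buffer pH 7.5, NaCl, DTT, Tween-20, trehalose, ovalbumin / Compound dosing: 12.5 µM single point / Schedule: 90 min incubation of compound, enzyme and substrate at room temperature / Signal: fluorescence polarization of the substrate / Control set: no-enzyme wells high, enzyme-with-substrate wells low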
# SUMO1 PPI mod = modulators of human SUMO1-mediated protein-protein interactions | P63165 | SUMO1 binding to a labelled peptide, TR-FRET, 1 h | inhibition, % at 20 µM | hit rate 0.33% among 360,000; in the data active means inhibition above about 37%
# Target sequence (P63165 whole entry, looked up): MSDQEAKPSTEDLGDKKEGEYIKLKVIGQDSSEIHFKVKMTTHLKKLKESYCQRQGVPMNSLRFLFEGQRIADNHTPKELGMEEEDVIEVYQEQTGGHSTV
# Rpn11 inh = blocks the human proteasome subunit Rpn11; O00487; human 26S proteasome, Ub4-pepOG fluorescence polarization; 20S core pre-blocked with epoxomicin; calls only at 20 µM; hit rate 0.59% among 360,000; AID 588493;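 active means inhibition at 20 µM, scaled to each plate's controls, above about 33%, limit read from the data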
# Target sequence (O00487 whole entry, looked up): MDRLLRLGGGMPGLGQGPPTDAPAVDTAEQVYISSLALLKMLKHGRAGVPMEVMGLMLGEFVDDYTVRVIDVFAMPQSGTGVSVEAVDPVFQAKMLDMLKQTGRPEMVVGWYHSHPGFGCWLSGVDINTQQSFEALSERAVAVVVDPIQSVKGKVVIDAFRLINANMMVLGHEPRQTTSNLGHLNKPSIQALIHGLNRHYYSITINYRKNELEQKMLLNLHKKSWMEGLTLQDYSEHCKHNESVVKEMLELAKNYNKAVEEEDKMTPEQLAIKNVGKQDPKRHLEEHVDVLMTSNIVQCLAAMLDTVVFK
# * marks the source's active call; other numbers are inactive results; i = inactive; . = not tested or not shown.
Scp1 inh	PABP1 MLLE inh	DNMT1 inh	NadD inh	Tb MetRS inh	STEP inh	LMPTP inh	CSN inh	SUMO1 PPI mod	Rpn11 inh	Compound
-9	-12	-10	8	0.2	1	3.5	2	-2	i	COC(=O)C1=C(Nc2ccc(C)cc2)C=C(C)C(C(=O)OC)C1c1ccc(F)cc1 (centres undefined)
-7	22	2	-4	-0.2	0	-0.6	-3	15	i	COc1ccc(C(=O)NC(=S)Nc2ccc(S(=O)(=O)Nc3cc(C)on3)cc2)cc1OC
.	11	6	-5	-0.2	1	-1.0	2	6	i	CCCC(C)(C)C(=O)N1CCC1(C)C(=O)Nc1ccc(OC)c(OC)c1 (centres undefined)
-11	-4	4	-7	-0.9	-4	-0.8	4	-1	i	CCOc1cc(S(=O)(=O)NC2CCCCC2)ccc1F
4	4	1	1	-0.3	1	0.1	-4	2	i	CCC(C)c1ccccc1NC(=O)C(C)Sc1n[nH]c(N)n1 (centres undefined)
-10	-4	-1	0	-0.4	-1	-1.5	0	-1	i	O=C(NCCCN1CCOCC1)c1ccc(NC(=O)C2COc3ccccc3O2)cc1 (centres undefined)
21	-6	1	-10	-0.6	-1	-1.7	-1	2	i	CC(=O)C1=C(c2ccccc2)NC(=O)NC1c1cccs1 (centres undefined)
-5	-9	1	-1	0.0	-2	-1.6	-2	0	i	CCn1c(SCC(=O)NC2CCS(=O)(=O)C2)nnc1-c1ccccc1 (centres undefined)
-5	-10	5	1	-0.2	1	-0.6	4	0	i	Cc1cc(NC(=O)CSCC(=O)OCC(=O)Nc2ccc(OC(F)F)cc2)no1
-11	-2	3	-3	2.0	-3	2.5	4	-5	i	O=C(/C=C/c1ccccc1)c1ccc2c(c1)OCO2
-9	8	0	1	-0.6	8	-0.5	-1	-11	i	CSc1ncccc1C(=O)N1CCCC(C(=O)c2ccc3ccccc3c2)C1 (centres undefined)
.	14	-6	0	-1.0	-2	-1.1	-1	-3	i	Nc1ccn([C@@H]2O[C@H](CN=C3NS(=O)(=O)c4ccccc43)[C@@H](O)[C@H]2O)c(=O)n1
0	38*	3	6	0.9	-3	0.4	-2	6	i	O=C(O)c1ccccc1SC1CC(=O)N(c2ccc3c(c2)OCO3)C1=O (centres undefined)
3	3	4	0	-2.0	-4	0.4	3	0	i	Cc1ccc(S(=O)(=O)N2C=CC(C(F)(F)F)=NCC2)cc1
-5	5	1	2	-0.3	0	-1.7	-5	3	i	CCOC(=O)C1CCN(S(=O)(=O)c2cn(C)cn2)CC1
-5	20	-3	-2	-0.3	-3	-0.9	1	2	i	O=C(CN1CCC(NC(=O)c2ccc(Br)cc2)CC1)NCc1cccs1
-4	9	0	3	-1.1	-3	-1.2	-9	-2	i	O=C(O)c1cc(O)ccc1O
-2	-60	-1	-2	-0.8	1	0.5	4	-3	i	CN(C)S(=O)(=O)c1cccc(NC(=S)N2CCCCC2CO)c1 (centres undefined)
-8	-12	-25	5	0.0	-3	0.5	4	-11	i	COc1cc(-c2nc3cnccn3c2Nc2ccc(C)cc2)ccc1O
-12	-1	1	-2	0.0	2	-0.1	-1	-2	i	CCC(=O)N1CCN(c2nnc(-c3ccccc3)c3ccccc23)CC1
.	-33	5	3	0.4	-1	-1.8	1	4	i	Cc1cccc(Cn2c(NC3CCCC3)nc3c2c(=O)[nH]c(=O)n3C)c1
16	-4	10	-4	0.0	11	3.4	-3	6	i	COc1ccc(NC(=O)COC(=O)c2ccc(C)c(S(=O)(=O)N3CCCCC3)c2)cc1
-15	3	1	-3	-0.3	0	2.1	-11	-7	i	O=C(O/N=C\c1ccc(N2CCCCC2)c([N+](=O)[O-])c1)c1ccc(Cl)cc1Cl
2	-8	6	-8	-0.5	0	0.4	-5	-3	i	COc1ccc(-n2c(SCc3cccnc3)nc3c(c2=O)SCC3)cc1OC
-2	6	2	1	-0.1	0	-1.4	-6	1	i	CCCCn1nc(C(=O)NNC(=O)c2ccncc2)c2ccccc2c1=O
1	-5	-1	6	0.0	0	0.0	-5	-7	i	CN(C(=O)c1cc2ccccc2cc1O)C1CCCCC1
0	6	3	-1	-0.7	0	-1.7	1	0	i	CC(C)C(OC(=O)c1cccs1)C(=O)NCc1ccco1 (centres undefined)
-6	4	-11	1	-0.3	5	5.4	2	-2	i	O=C(Cc1cn(Cc2cccc(Cl)c2)c2ccccc12)N1CCCCCC1
-6	-9	1	-6	-0.6	0	-0.8	-2	-3	i	CCCSc1nc2c(c(=O)n1CC)SC(C)C2 (centres undefined)
-6	-9	6	13	-0.9	0	-2.1	4	4	i	CCOC(=O)CNC(=O)CCCCCC(=O)NCC(=O)OCC

# The closing two records of the part above are carried over, then new ones follow.
Scp1 inh	PABP1 MLLE inh	DNMT1 inh	NadD inh	Tb MetRS inh	STEP inh	LMPTP inh	CSN inh	SUMO1 PPI mod	Rpn11 inh	Compound
-6	-9	1	-6	-0.6	0	-0.8	-2	-3	i	CCCSc1nc2c(c(=O)n1CC)SC(C)C2 (centres undefined)
-6	-9	6	13	-0.9	0	-2.1	4	4	i	CCOC(=O)CNC(=O)CCCCCC(=O)NCC(=O)OCC
0	2	-1	-3	-0.5	0	-0.7	3	-7	i	CCN(CC)C(=O)COc1ccc(-c2nnc(N3CCCCC3)c3ccccc23)cc1
3	28	-5	-12	-1.4	3	3.4	8	-2	i	C=CCN(CC=C)S(=O)(=O)c1ccc(NC(=S)NC(=O)c2ccco2)cc1
-2	4	1	-2	-0.2	-4	-1.3	-1	4	i	CSCCC(NC(=O)c1ccc(Cl)cc1)C(=O)NC(C)(C)C (centres undefined)
-1	-3	-6	-2	0.7	4	-0.8	1	-1	i	COc1ccc(C(=O)N2CCC(C(=O)O)CC2)cc1
.	3	-1	2	-0.1	-2	-0.7	-6	-13	i	COc1ccc2ccccc2c1C=NN1CCCCC1
-7	-4	6	-1	-0.3	1	-2.1	-2	2	i	CN(C)S(=O)(=O)c1ccc(C(=O)N2CCN(C(=O)C3CCCO3)CC2)cc1 (centres undefined)
-6	1	5	-3	0.8	1	-0.7	-11	-14	i	COC(=O)C(C)(C)ONC(=O)Nc1ccc([N+](=O)[O-])cc1
.	-22	0	-3	-0.2	0	-1.3	4	-6	i	COCCN1C[C@@H](CO)O[C@@H](n2cnc3c(NC4CC4)ncnc32)C1
-9	-2	-8	4	-0.8	3	3.1	0	-5	i	CCOC(=O)CSc1nc2cc3c(cc2cc1CC)OCCO3
-10	-9	-20	-11	0.0	-2	4.9	3	-6	i	O=C(Nc1ccc(Cl)c([N+](=O)[O-])c1)C(Sc1ccccc1)c1ccccc1 (centres undefined)
-3	-11	3	-5	-0.1	-1	-2.2	-5	0	i	CCOc1ccc(CCNC(=O)COC(=O)c2c(OC)cccc2OC)cc1OCC
2	-10	-1	8	-1.0	-4	-8.3	-6	1	i	CN(C)CCCNC(=O)Cc1ccc(Br)cc1
-10	-6	-1	-6	5.9*	0	-2.8	-4	12	i	COc1ccc(S(=O)(=O)Nc2c(C)cccc2C)cc1-n1cnnn1
-10	1	-2	-3	-2.5	-2	1.1	-1	-3	i	CC(C)(C)c1ccc(OCC(O)CNC(=O)c2ccccc2C(=O)O)cc1 (centres undefined)
-12	1	10	0	0.0	-1	1.8	4	4	i	CC1CC(C)CN(S(=O)(=O)c2ccc3c(c2)oc(=O)n3CC(=O)N(C)Cc2ccccc2)C1 (centres undefined)
.	.	.	0	-0.2	.	-2.4	-6	-3	.	COc1cccc(C(=O)N2CCC[C@H]2C(=O)N2CCC[C@H]2C(=O)N[C@@H](C)c2ccccc2)c1
-16	-9	0	-4	-0.6	-3	-1.2	-1	0	i	NC(=O)C1c2ccccc2Oc2ccccc21

# Entries listed so far that contain a halogen:
Scp1 inh	PABP1 MLLE inh	DNMT1 inh	NadD inh	Tb MetRS inh	STEP inh	LMPTP inh	CSN inh	SUMO1 PPI mod	Rpn11 inh	Compound
-9	-12	-10	8	0.2	1	3.5	2	-2	i	COC(=O)C1=C(Nc2ccc(C)cc2)C=C(C)C(C(=O)OC)C1c1ccc(F)cc1 (centres undefined)
-11	-4	4	-7	-0.9	-4	-0.8	4	-1	i	CCOc1cc(S(=O)(=O)NC2CCCCC2)ccc1F
-5	-10	5	1	-0.2	1	-0.6	4	0	i	Cc1cc(NC(=O)CSCC(=O)OCC(=O)Nc2ccc(OC(F)F)cc2)no1
3	3	4	0	-2.0	-4	0.4	3	0	i	Cc1ccc(S(=O)(=O)N2C=CC(C(F)(F)F)=NCC2)cc1
-5	20	-3	-2	-0.3	-3	-0.9	1	2	i	O=C(CN1CCC(NC(=O)c2ccc(Br)cc2)CC1)NCc1cccs1
-15	3	1	-3	-0.3	0	2.1	-11	-7	i	O=C(O/N=C\c1ccc(N2CCCCC2)c([N+](=O)[O-])c1)c1ccc(Cl)cc1Cl
-6	4	-11	1	-0.3	5	5.4	2	-2	i	O=C(Cc1cn(Cc2cccc(Cl)c2)c2ccccc12)N1CCCCCC1
-2	4	1	-2	-0.2	-4	-1.3	-1	4	i	CSCCC(NC(=O)c1ccc(Cl)cc1)C(=O)NC(C)(C)C (centres undefined)
-10	-9	-20	-11	0.0	-2	4.9	3	-6	i	O=C(Nc1ccc(Cl)c([N+](=O)[O-])c1)C(Sc1ccccc1)c1ccccc1 (centres undefined)
2	-10	-1	8	-1.0	-4	-8.3	-6	1	i	CN(C)CCCNC(=O)Cc1ccc(Br)cc1
